HTT aggregate: reduces HttQ103-GFP aggregates in PC12 cells; PC12 HttQ103-GFP aggregates, Acumen cytometry, 40 h; Potency, µM (doses to about 46.1 µM), without a hit: top-dose activity change, negative = inhibition, most hits filed as inhibitors; 220,000 tested, 1.1% active; AID 1688; further: on the % scale 0 is the no-effect control and ±100 the full control effect; nearly all actives have a fitted effect of over 60% in size
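Steps: seed 1500 PC12 HTTQ103-GFP cells/well; add tebufenozide, 100 nM final; add compound titration; add ATPLite reagent; quantify GFP aggregates by laser scanning cytometry.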
Epigenetic derep: derepresses silenced GFP reporter in murine cells; murine LDR cells, GFP reporter derepression, 30 h; Potency, µM (titrated, usually from 53.9 µM), for inactives: at the top dose GFP activation, hits mostly activators; 280,000 tested, 0.2% active; further: % of control where 0% means no effect; nearly all actives have a fitted effect of over 60% in size
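Readout is the number of GFP-expressing murine LDR cells, counted by cytometry following washing. Cells were treated with compound for 30 h at 37 C; the stably integrated CMV-GFP locus is normally silent.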
The depositor's hits bear a star; u = inconclusive; x = not tested or not shown. The call rests on the fitted dose curve; in most records, active means well fitted curve in the direction sought with a large enough effect; inconclusive means small, poorly fitted or top-dose-only effect, or another doubt; inactive means no such curve, though single readings can be large; an effect the other way counts as inactive or inconclusive. Potency means the concentration at half of the fitted maximal effect.

compound	HTT aggregate	Epigenetic derep
O=S(=O)(O)CC(S)CS (centres undefined)	-10%	x
CC(C)=CCC/C(C)=C/CC/C(C)=C/CC/C=C(\C)CC/C=C(\C)CCC=C(C)C	13%	x
N#Cc1c(N(CC(=O)O)CC(=O)O)sc(C(=O)O)c1CC(=O)O	-17%	x
OC[C@@H]1O[C@](CO)(O[C@H]2O[C@H](CO)[C@@H](O)[C@H](O)[C@H]2O)[C@H](O)[C@H]1O	12%	x
C[C@]12C=CC(=O)N[C@@H]1CC[C@@H]1C2CC[C@]2(C)C(C(=O)Nc3cc(C(F)(F)F)ccc3C(F)(F)F)CC[C@@H]12 (some centres undefined)	-5%	x
C[N+]1(C)[C@@H]2CC(OC(=O)C(O)(c3cccs3)c3cccs3)C[C@H]1[C@@H]1O[C@@H]12 (some centres undefined)	6%	x
CCN(CC)CCNC(=O)COc1ccc(Cl)cc1	6%	x
C[Se]CC[C@H](N)C(=O)O	4%	x
CC(C)(C)NC[C@H](O)CSc1nc(-c2ccc(C(N)=O)s2)cs1	11%	x
C[N+]1(CC2COC(c3ccccc3)(C3CCCCC3)O2)CCCCC1 (centres undefined)	-24%	x
O=C(O[C@H]1CN2CCC1CC2)N1CCc2ccccc2[C@@H]1c1ccccc1	-5%	x
CC(C)c1ncc([N+](=O)[O-])n1C	-22%	x
OC[C@H]1O[C@@](CO)(O[C@H]2O[C@H](CO)[C@@H](O)[C@H](O)[C@H]2O)[C@@H](O)[C@@H]1O	25%	x
COc1ccc2c(=O)c(C)c(-c3ccccc3)oc2c1CN(C)C	0%	x
S=C1SCN(Cc2ccccc2)CN1Cc1ccccc1	u	x
CC1=C(/C=C/C(C)=C/C=C/C(C)=C/C(=O)Oc2c(C)c(C)c3c(c2C)CC[C@@](C)(CCC[C@H](C)CCC[C@H](C)CCCC(C)C)O3)C(C)(C)CCC1	-7%	x
CN1C(CCl)Nc2cc(Cl)c(S(N)(=O)=O)cc2S1(=O)=O (centres undefined)	16%	x
CC(=O)NCCCS(=O)(=O)O	3%	x
COc1cc2c(cc1O)CCN[C@@]21CS[C@H]2c3c(OC(C)=O)c(C)c4c(c3C(COC1=O)N1C2C2c3c(cc(C)c(OC)c3O)CC([C@@H]1O)N2C)OCO4 (some centres undefined)	0.0025µM*	x
FC1(F)C(F)(F)C(F)(F)C2(F)C(F)(F)C(F)(F)C(F)(F)C(F)(F)C2(F)C1(F)F (centres undefined)	-14%	x
Cc1cccn2c(=O)c(-c3nnn[nH]3)cnc12	8%	x
O=C(NCN1CCOCC1)c1cnccn1	9%	x
O=C1Oc2ccccc2C(=O)C1C(CC(O)c1ccc(-c2ccc(Br)cc2)cc1)c1ccccc1 (centres undefined)	-2%	x
O=C1CCC(=O)N1CO	9%	x
CC(O)C(O)[C@H]1CNc2nc(N)[nH]c(=O)c2N1 (some centres undefined)	-3%	x
CNC1C(O)C(OC2C(NC(=O)C(O)CN)CC(N)C(OC3OC(CN)C(O)C(O)C3O)C2O)OCC1(C)O (centres undefined)	12%	x
CC(=O)O[C@H]1C[C@@H]2CC[C@@H]3[C@H](CC[C@@]4(C)[C@H]3C[C@H]([N+]3(C)CCCCC3)[C@@H]4OC(C)=O)[C@@]2(C)C[C@@H]1N1CCCCC1	4%	x
C#CCN[C@@H]1CCc2ccccc21	15%	x
CC(=O)N1CCc2cc(CNC(=O)c3ccccc3Br)ccc21	x	-1.3%
COc1ccc(CCNC(=O)C(=O)NCC(c2cccs2)S(=O)(=O)c2ccc(F)cc2)cc1 (centres undefined)	x	1.4%
N#Cc1nc(-c2ccc(COc3ccc(Cl)cc3)o2)oc1N1CCCCC1	x	1.6%
Cc1nc(Nc2ccc(Cl)cc2)cc(-c2ccccc2)n1	x	-1.6%
CCc1cccc(C)c1NC(=O)CN(C)S(=O)(=O)c1cccc2nsnc12	x	1.1%
CCOc1ccc(CCNC(=O)c2cn(C)c3ccc(S(=O)(=O)N4CCCCCC4)cc3c2=O)cc1OCC	x	-1.3%
CC1CCc2c(sc3nnn(CCCCOc4ccc(Cl)cc4)c(=O)c23)C1 (centres undefined)	x	1.4%
COc1ccc(NC(=O)Cn2ncc3c4ccccc4n(Cc4ccccc4)c3c2=O)cc1OC	x	6.2%
CCc1ccc(S(=O)(=O)c2cn(Cc3ccc(OC)cc3)c3cc(OC)c(OC)cc3c2=O)cc1	x	-4.0%
CCOc1ccccc1NC(=O)CN(c1cc(C)cc(C)c1)S(=O)(=O)c1c(C)nn(C)c1C	x	2.4%
COc1cccc(-c2nc3c(C#N)c[nH]n3c2NC2CCCC2)c1OC	x	-3.2%
O=c1c2ccccc2nc(N2CCN(c3cccc(Cl)c3)CC2)n1-c1ccccc1	x	-0.9%
COc1ccc(Br)cc1CNC(=O)c1ccc2c(c1)N(Cc1ccc(C)cc1)CCS2	x	0.0%
Cc1ccc(S(=O)(=O)c2cn(Cc3ccccc3)c3cc(N4CCOCC4)c(F)cc3c2=O)cc1	x	-1.2%
COc1ccc(-c2[nH]nc3nc(-c4cc(OC)c(OC)c(OC)c4)cc(C(=O)O)c23)cc1	x	0.0%
CCN(CCCNC(=O)c1nn(-c2ccc(C)cc2)c(=O)c2c1c1ccccc1n2C)c1ccccc1	x	-0.9%
CCOC(=O)c1ccc(NC(=O)CCn2c(=O)c3cccn3c3ccccc32)cc1	x	0.0%
COc1cc(C2C(C(=O)Nc3ccccc3)=C(C)Nc3nc(SCC(=O)c4ccc(C)cc4)nn32)ccc1O (centres undefined)	x	-1.3%
O=C(Cn1c(SCc2cccc(F)c2)nc2cccnc21)Nc1ccc(F)c(Cl)c1	x	4.5%
CCc1cc(C(=O)NCc2ccc(F)cc2)no1	x	-0.9%
Cc1nc(-n2nc(C)c(CCC(C)C)c2C)sc1C(=O)Nc1cccc(Cl)c1C	x	-1.6%
Cc1cccc(N2CCN(Cc3nnc(-c4ccc5c(c4)OCO5)o3)CC2)c1C	x	3.1%
Cc1nn2c(=O)cc(COC(=O)c3ccc(NC(=O)C4CCCCC4)cc3)nc2s1	x	4.3%
Clc1ccccc1Cc1cn2cc(-c3ccccc3)nc2s1	x	3.7%
Cn1c(=O)c2c(SCC(=O)NCC3CCCO3)nc(-c3ccccc3F)nc2n(C)c1=O (centres undefined)	x	-1.9%
O=C(Nc1ccc2oc(-c3cccc4c(Br)cccc34)nc2c1)c1cccc(Cl)c1	x	7.2%
COc1ccc(OC)c(Nc2ncc3c(n2)CCN(Cc2cc(OC)c(OC)c(OC)c2)C3)c1	x	4.1%
COc1ccccc1N1CCN(S(=O)(=O)c2c(C)sc3ncn(CC(=O)NCCN(C)C)c(=O)c23)CC1	x	-0.7%
COc1ccc(NC(=O)c2c(N)c(C(=O)c3ccc(OC)cc3)n3ccccc23)cc1	x	0.9%
CCOc1ccc2oc(=O)cc(CN3CCN(Cc4ccc(C)cc4)CC3)c2c1	x	5.4%
COc1ccccc1CCNC(=O)c1ccc(NC(=O)N2CC(C)Sc3ccccc32)cc1 (centres undefined)	x	-2.9%
Cc1cccc(NC(=O)C2CCCN(S(=O)(=O)c3ccc4c(c3)CCCC(=O)N4)C2)c1 (centres undefined)	x	0.0%

Next section:
compound	HTT aggregate	Epigenetic derep
CC(=O)N1CCc2cc(Br)cc(S(=O)(=O)CCC(=O)N3CCN(c4ccc(F)cc4)CC3)c21	x	1.4%
CCOC(=O)c1ccc(NC(=O)C(C)N(c2ccc(OCC)cc2)S(C)(=O)=O)cc1 (centres undefined)	x	4.5%
CCOc1ccc(OCC)c(NC(=O)c2cnc3c(-c4ccccc4)c(C)nn3c2C)c1	x	0.0%
CCOC(=O)c1ccccc1NC(=O)Cn1ccn2nc(-c3ccc(OCC)cc3)cc2c1=O	x	-4.3%
COc1cc(Cl)c(C)cc1NC(=O)CSc1ncc(S(=O)(=O)c2ccc(C(C)(C)C)cc2)c(=O)[nH]1	x	3.0%
O=C(NCc1ccccc1Cl)c1ccc2c(c1)NC(=O)C(CS(=O)(=O)Cc1ccc(Cl)cc1)N2 (centres undefined)	x	u
O=C(CCc1nnc2n(Cc3ccccc3Cl)c(=O)c3ccccc3n12)Nc1ccc(F)c(F)c1	x	9.5%
CCOc1ccc(CCNC(=O)c2nc(-c3cccc(F)c3)n3c2CCCCC3)cc1OCC	x	-0.4%
O=C(NCCc1ccc(Cl)cc1)c1ccc(CS(=O)(=O)Cc2ccc(Cl)cc2)o1	x	3.5%
COc1ccc(CN2CCCN(CC(=O)Nc3ccc4c(c3)OCCO4)S2(=O)=O)cc1	x	-5.0%
COc1ccc(CNC(=O)CN(C)c2nn3c(=O)cc(C)nc3s2)cc1	x	2.5%
Cc1ccc(-c2cc(-c3coc4ccccc4c3=O)c3c(n2)-c2ccccc2OC3)cc1	x	4.3%
COc1ccc(-c2nc3n(n2)C(c2ccccc2)C(C(=O)Nc2cccnc2)=C(C)N3)cc1 (centres undefined)	x	-1.1%
CCOC(=O)C1CCN(C(c2cccc(F)c2)c2c(O)cc(C)n(Cc3ccco3)c2=O)CC1 (centres undefined)	x	-1.1%
CCN(CC)S(=O)(=O)c1ccc2c(c1)c(=O)c(C(=O)N1CCN(c3ccccc3OC)CC1)cn2C	x	-0.1%
Cc1ccc(Cl)cc1NC(=O)CN1C(=O)COc2ccc(S(=O)(=O)N3CCCCCC3)cc21	x	11%
CCOc1ccc(C(=O)NCC(c2ccc3c(c2)OCO3)N2CCN(c3ccc(F)cc3)CC2)cc1 (centres undefined)	x	0.8%
Cc1ccc(S(=O)(=O)N(CC(=O)Nc2ccc(C(C)C)cc2)Cc2ccccc2)cc1	x	-1.6%
O=C(NCC(c1cccnc1)N1CCc2ccccc21)C(=O)Nc1ccccc1F (centres undefined)	x	1.4%
COc1ccc(Nc2nc3c(S(=O)(=O)c4ccccc4)nnn3c3ccc(Cl)cc23)cc1OC	x	0.0%
CCS(=O)(=O)N1CC(=O)N(c2ccc(Cl)cc2C)C(C)(C(=O)NC2CCCCCC2)C1 (centres undefined)	x	0.0%
CC1CCc2c(sc3nc(-c4cc5cc(Br)ccc5oc4=O)[nH]c(=O)c23)C1 (centres undefined)	x	0.3%
CCOc1ccc2nc(N3CCN(C(=O)c4ccc5c(c4)CCCC5)CC3)sc2c1	x	1.4%
O=C(Nc1ccc(Cl)cc1)c1cc(S(=O)(=O)N2CCc3ccccc32)ccc1F	x	1.9%
CCCCNc1nc2c(-c3cccc(Br)c3)nnn2c2ccccc12	x	9.1%
O=C(CCOc1ccccc1)N(Cc1cccnc1)c1nc2c(Cl)cccc2s1	x	5.8%
Cc1sc(-c2cc3c([nH]c2=O)CC(c2ccccc2)CC3=O)nc1-c1ccc(Cl)cc1 (centres undefined)	x	18µM*
COc1ccc(OC)c(-c2cc(C(=O)NC(C)c3ccccc3)no2)c1 (centres undefined)	x	-0.9%
CCOc1ccc2nc(NC(=O)c3cc(=O)c4ccc(C)cc4o3)sc2c1	x	0.0%
O=C(O)c1ccc(CNCc2ccccc2Cl)s1	x	-4.0%
Cc1ccc(S(=O)(=O)c2cn(CC(=O)Nc3ccccc3C)c3cc4c(cc3c2=O)OCO4)cc1	x	-1.7%
COc1cc(CNCCSc2nnnn2C)ccc1OCc1ccccc1	x	3.2%
COc1ccc(CNc2nc(-c3ccc(Cl)cc3)nn2C(=O)c2ccccc2)cc1	x	3.8%
CCCNC(=O)CCCN1C(=O)CCn2nc(-c3cccn3C)cc21	x	-0.9%
CCc1cccc(C)c1NC(=O)c1cc(S(=O)(=O)N2CCC3(CC2)OCCO3)ccc1F	x	0.0%
O=C(Nc1cccc(C(=O)N2CCN(c3cccc(Cl)c3)CC2)c1)c1nsc2ccccc12	x	-0.3%
COc1ccccc1C(=O)NC1(C(F)(F)F)C(=O)Nc2c1c(=O)[nH]c(=O)n2CCc1ccccc1 (centres undefined)	x	0.0%

Some of the compounds tested; count on the stated rates, not on these rows.
